High-throughput results as filed in PubChem.
UBC13 polyUb: human UBC13 polyubiquitination inhibition. UBC13 polyubiquitin chain formation, TR-FRET. inhibition, % at 20 µM. P61088. 330,000 compounds, 0.47% hits; in the data active = inhibition above about 45%, passing the limit was not always enough
Target sequence (P61088 whole entry, looked up): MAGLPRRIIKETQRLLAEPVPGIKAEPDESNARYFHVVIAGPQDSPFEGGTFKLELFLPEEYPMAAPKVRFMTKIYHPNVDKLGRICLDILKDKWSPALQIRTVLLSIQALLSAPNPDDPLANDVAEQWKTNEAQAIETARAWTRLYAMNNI
CCR6 antag: blocks CCL20-driven beta-arrestin recruitment at human CCR6; inhibition, % at 20 µM; 340,000 compounds, 0.49% hits; P51684; CHO-K1 CCR6 PathHunter beta-arrestin, luminescence, CCL20-stimulated;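 active = compounds whose inhibition of the agonist-driven luminescence signal at 20 µM reaches about 50%, limit read from the data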;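 note: cells stimulated with CCL20 at 14 nM final; plate controls were DMSO with CCL20 for no effect and DMSO without agonist for full effect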
697 NFkB inh: lowers PMA/ionomycin-induced NF-kB signal in 697 B cells. inhibition, % at 4 µM. 330,000 compounds, 0.33% hits. 697 B-cell NF-kB luciferase reporter, 16 h; in the data active = inhibition above about 35%
SENP8 inh: blocks the human protease SENP8 | inhibition, % at 10 µM | Q96LD8 | 330,000 compounds, 1.2% hits | AID 2540 | purified SENP8, Z-RLRGG-aminoluciferin cleavage, luminescence
Target sequence (Q96LD8 whole entry, looked up): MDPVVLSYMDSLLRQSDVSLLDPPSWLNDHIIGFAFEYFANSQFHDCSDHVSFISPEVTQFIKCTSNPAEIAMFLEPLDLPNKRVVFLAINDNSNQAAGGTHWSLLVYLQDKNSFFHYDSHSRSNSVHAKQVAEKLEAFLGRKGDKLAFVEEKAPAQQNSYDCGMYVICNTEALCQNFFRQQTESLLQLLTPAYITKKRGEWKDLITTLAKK
Apaf1 inhib: blocks human Apaf-1 apoptosome activity. reconstituted apoptosome caspase-3 activity, DEVD-Rh110 fluorescence. inhibition, % at 20 µM. 330,000 compounds, 0.71% hits; active = inhibition of at least 40% at 20 µM;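 note: plate controls were DMSO wells for no effect and DEVD-CHO caspase inhibitor wells for full effect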
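System: Apoptosome proteins | Medium: Hepes pH 7.5 with detergent and BSA | Also added: Cytochrome c trigger plus (Z-DEVD)2-Rh110 caspase-3 substrate | Incubation: 30 min compound preincubation, 50 min activation, room temperature | Detection: Rhodamine 110 fluorescence at Ex 480/Em 540 nm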
EBI2 antag: blocks human EBI2 receptor beta-arrestin signaling. inhibition, % at 5 µM. EBI2 beta-arrestin recruitment, luminescence, 7a,25-OHC stimulated. 360,000 compounds, 0.81% hits; in the data active = inhibition above about 38%;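 note: enzyme fragment complementation signal reports receptor beta-arrestin coupling in cells; 0% = agonist plus DMSO wells and 100% = wells without agonist; some results beyond the cut were filed as inactive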
Target sequence (P32249 whole entry, looked up, the tested form may be a part): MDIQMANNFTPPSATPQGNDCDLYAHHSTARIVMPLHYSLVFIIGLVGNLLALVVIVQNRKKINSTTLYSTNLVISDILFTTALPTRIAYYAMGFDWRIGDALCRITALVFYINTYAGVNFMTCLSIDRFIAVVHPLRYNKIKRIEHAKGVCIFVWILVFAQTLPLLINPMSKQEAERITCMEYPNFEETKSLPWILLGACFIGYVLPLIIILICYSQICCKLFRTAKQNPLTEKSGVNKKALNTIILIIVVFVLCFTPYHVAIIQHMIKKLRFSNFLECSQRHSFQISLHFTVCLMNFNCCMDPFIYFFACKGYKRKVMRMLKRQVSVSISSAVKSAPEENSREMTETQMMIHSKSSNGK
Jurkat NFkB inh: lowers PMA/ionomycin-induced NF-kB signal in Jurkat cells | 330,000 compounds, 0.53% hits | PMA/ionomycin-induced NF-kB luciferase reporter, luminescence | inhibition, % at 4 µM
Gli-Sufu antag: blocks Gli-Sufu signaling in a luciferase reporter; 340,000 compounds, 0.74% hits; inhibition, % at 5 µM; Sufu-KO-LIGHT fibroblasts, Gli luciferase reporter luminescence;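 active = inhibition above about 55%, limit read from the data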;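 note: 0% = DMSO-treated cells and 100% = wells with medium but no cells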
The depositor's hits bear a star; · = no result given. Cut-off read from the data, not from the text of the source, unless noted: active = inhibition above about 50%; inactive = the rest. This is a subset; rates above refer to the full screens.

No.	Molecule	Gli-Sufu antag	Jurkat NFkB inh	697 NFkB inh	CCR6 antag	Apaf1 inhib	UBC13 polyUb	SENP8 inh	EBI2 antag
1	O=C(/C=C/c1ccco1)NC(=S)Nc1ccc(N2CCOCC2)c(Cl)c1	2	42	-28	11	3	-12	4	-8
2	CCC(C)(C)c1ccc(OCCCC[n+]2cccc(C)c2C)c(C(C)(C)CC)c1	85*	94*	34	8	69*	82*	-18	-6
3	Cc1cc(/C=C(\C#N)C(=O)NCc2ccccc2)cc(C)c1O	-3	3	-6	31	4	-6	-7	44
4	COc1ccc(OC)c(NC(=O)C(C)SCc2nc3sc(C)c(C)c3c(=O)[nH]2)c1 (stereo not drawn)	-14	-13	2	7	16	-7	-13	-16
5	COc1cccc(NC(=O)c2cccnc2)c1	-3	-4	14	-12	2	-4	-4	-7
6	O=C(COC(=O)/C=C/c1ccccc1)Nc1ccc(Cl)cn1	-8	2	-18	-2	8	-15	-8	-15
7	C#CCOCCOCCOCCNc1nc(N2CCN(C(=O)C([C@@H](C)O)n3cc([C@@H](N)CCCCN)nn3)CC2)nc(N2CCN(C(=O)[C@H](CO)n3cc([C@@H](N)C(C)C)nn3)CC2)n1 (stereo partly drawn)	-8	5	14	-13	53*	105*	-2	-7
8	Cc1cc(C(F)F)n2ncc(C(=O)NCc3ccccc3)c2n1	4	1	-3	4	2	-8	-11	-6
9	Cc1ccc(C)c(OCC(=O)Nc2c[nH]c(=O)[nH]c2=O)c1	-4	-11	-26	0	13	-12	-12	-7
10	COc1ccc2c(c1)c(=O)oc1cc(OCC(=O)N3CCCC(C)C3)ccc12 (stereo not drawn)	5	5	14	-5	7	20	-2	19
11	COc1ccccc1CNC(=O)CCn1c(=O)sc2ccccc21	0	12	10	4	-6	11	0	-3
12	c1ccc(OCCOCCN2CCOCC2)cc1	2	-11	4	-1	-29	0	-2	-14
13	O=C1c2cccc3c2[C@H](CCC3)CN1[C@@H]1CN2CCC1CC2	·	-10	7	·	-5	-6	-6	·
14	CC1(C)C([N+](=O)[O-])C(c2ccc(Cl)cc2)NC(c2ccc(Cl)cc2)C1[N+](=O)[O-] (stereo not drawn)	-3	3	5	33	-1	5	1	4
15	Nc1nnc(CC(=O)N/N=C/c2ccc(-c3cccc(C(=O)O)c3)o2)s1	20	-19	-95	0	-9	7	-5	-1
16	C=CCn1c(C(CC(C)C)CC(C)O)n[nH]c1=S (stereo not drawn)	-5	17	1	-2	10	-5	3	-12
17	COc1cccc(C(=O)NCc2n[nH]c(=S)n2-c2cccc(C)c2)c1	5	-11	-16	10	1	2	2	-21
18	COCCNC(=S)N/N=C(\C)CCc1ccc2c(c1)OCO2	-5	6	-16	9	-8	10	-4	2
19	O=C(COc1ccc2c(c1)OCO2)Nc1ccc(Cl)cn1	5	-81	13	16	17	0	-2	-4
20	COc1ccc(N2CCN(C(=O)Cn3nnc(-c4ccc(N(C)C)cc4)n3)CC2)cc1	5	-3	-7	4	3	-23	5	-4
21	Cc1ccc(S(=O)(=O)NCC2CCC(C(=O)NCc3cccs3)CC2)cc1 (stereo not drawn)	-1	11	4	-4	8	-4	3	7
22	COc1cccc(C(C)NC(=O)Nc2cccc(C(F)(F)F)c2)c1 (stereo not drawn)	-14	-3	0	14	14	6	-1	12
23	Cc1nn(CC(=O)N(C)C2CCS(=O)(=O)C2)c(C)c1[N+](=O)[O-] (stereo not drawn)	-3	19	13	1	1	-4	2	-7
24	COC(=O)/C=C1\SC(=NC(=O)c2ccc(OC)cc2)NC1=O	-15	-18	11	8	15	-6	-10	-6
25	O=C(NCCCn1ccnc1)c1cc(S(=O)(=O)N2CCOCC2)ccc1F	-10	15	8	10	-5	7	4	-4
26	CC12CN3CC(C)(CN(C1)C3c1ccccc1Cl)C2O (stereo not drawn)	0	1	12	0	-7	0	8	-4
27	Fc1cccc(Cl)c1CSc1ncn[nH]1	2	11	24	-1	-9	8	3	-7
28	N#C/C(=C(/O)c1ccc([N+](=O)[O-])cc1)c1nc2ccccc2[nH]1	-1	-13	-32	-11	-7	-8	-4	11
29	CCC(C)C(N=C1NS(=O)(=O)c2ccccc21)C(=O)N1CCC(C)CC1 (stereo not drawn)	-10	-10	4	6	-9	-1	-6	-7
30	COC(=O)Cc1ccc(OCC(=O)NC2CCCC2)cc1	-11	8	-6	2	-4	2	-8	0
31	C/C(=N/Nc1nc(-c2ccccc2)cc(-c2ccc(F)cc2)n1)c1cccc(N)c1	-13	-26	-8	43	23	4	2	8
32	O=C(Nc1ccccc1C(=O)NCCCN1CCOCC1)c1ccc(Cl)cc1	10	0	-17	-2	15	-9	0	-13
33	COc1ccc(C(=O)Nc2c(N)nc(SCC(=O)c3ccccc3)[nH]c2=O)cc1	-5	19	4	9	9	-6	2	-1
34	CN(C(=O)CSc1nc2ccccc2c(=O)n1-c1ccc(F)cc1)C1CCS(=O)(=O)C1 (stereo not drawn)	3	2	11	3	-9	8	4	-6
35	COC(=O)NNC(=O)c1ccc(C)cc1	-9	-3	-2	4	-8	4	11	-8
36	COc1ccc(CNC(=O)CN(c2ccccc2)S(=O)(=O)N(C)C)cc1	11	-13	9	4	-3	-7	-8	-6
37	Cc1cccc(N=Nc2c(C)c(C#N)c(O)[nH]c2=O)c1	4	-16	-3	46	8	-84	37	-4
38	CN(C(=O)COC(=O)Cn1cnc2c1c(=O)n(C)c(=O)n2C)C1(C#N)CCCCC1	2	-3	8	-2	-2	6	-3	-13
39	Cc1ccc(CNC(=O)CCc2c(C)nc3ncnn3c2C)cc1	42	-9	-1	-4	5	-2	4	-4
40	COc1ccc(Br)cc1S(=O)(=O)n1c([N+](=O)[O-])cnc1C	5	-22	-53	7	8	-7	6	-5

Another view of seven compounds above:
34	CN(C(=O)CSc1nc2ccccc2c(=O)n1-c1ccc(F)cc1)C1CCS(=O)(=O)C1 (stereo not drawn)
35	COC(=O)NNC(=O)c1ccc(C)cc1
36	COc1ccc(CNC(=O)CN(c2ccccc2)S(=O)(=O)N(C)C)cc1
37	Cc1cccc(N=Nc2c(C)c(C#N)c(O)[nH]c2=O)c1
38	CN(C(=O)COC(=O)Cn1cnc2c1c(=O)n(C)c(=O)n2C)C1(C#N)CCCCC1
39	Cc1ccc(CNC(=O)CCc2c(C)nc3ncnn3c2C)cc1
40	COc1ccc(Br)cc1S(=O)(=O)n1c([N+](=O)[O-])cnc1C

Compound	34	35	36	37	38	39	40
Gli-Sufu antag	3	-9	11	4	2	42	5
Jurkat NFkB inh	2	-3	-13	-16	-3	-9	-22
697 NFkB inh	11	-2	9	-3	8	-1	-53
CCR6 antag	3	4	4	46	-2	-4	7
Apaf1 inhib	-9	-8	-3	8	-2	5	8
UBC13 polyUb	8	4	-7	-84	6	-2	-7
SENP8 inh	4	11	-8	37	-3	4	6
EBI2 antag	-6	-8	-6	-4	-13	-4	-5

Continued:
No.	Molecule	Gli-Sufu antag	Jurkat NFkB inh	697 NFkB inh	CCR6 antag	Apaf1 inhib	UBC13 polyUb	SENP8 inh	EBI2 antag
41	O=S(=O)(Nc1ccc2nc(C(F)(F)F)[nH]c2c1)c1ccccc1	8	3	-5	-3	-25	-1	-2	-10
42	O=C(NCc1ccc2c(c1)OCO2)c1cc([N+](=O)[O-])ccc1N1CCOCC1	-2	60*	-42	4	-2	3	0	43
43	COc1cccc(NC(=O)N2CCN(c3ccc(C(F)(F)F)cn3)CC2)c1	3	11	15	9	2	6	-4	10
44	CN(CC1CCCN(CCc2cccc(C(F)(F)F)c2)C1)C(=O)c1ccco1 (stereo not drawn)	20	-15	-3	5	9	-9	1	-3
45	COc1cccc(N(CC(=O)NC2CCCC2)C(=O)CCCC(=O)Nc2ccccn2)c1	18	-6	-1	6	3	3	0	-4
46	COc1cc2ncnc(NCc3ccc(C)cc3)c2cc1OC	4	8	6	0	5	1	-9	5
47	C=C(C)CNC(=S)NNC(=O)CCn1c2ccc(Cl)cc2c2cc(Cl)ccc21	4	7	-2	6	24	-10	-15	-7
48	COc1ccc(CN2CNc3c(c(=O)n(C)c(=O)n3C)C2)cc1	0	1	8	1	2	-2	-5	-4
49	O=C(CN(C(=O)C1CSC(=O)C1)c1ccc(F)cc1)NCc1ccc2c(c1)OCO2 (stereo not drawn)	22	7	20	10	0	5	-6	-3
50	CC(C)C(=O)Nc1nnc(SCC(=O)NCc2ccco2)s1	7	-1	18	2	0	10	-1	-14
51	O=[N+]([O-])c1ccccc1/C=N/n1c(C2CCCCC2)n[nH]c1=S	-4	-3	-5	14	7	6	4	-5
52	Clc1ccc(COc2ccccn2)c(Cl)c1	-3	2	2	-14	-5	8	-4	-16
53	N#Cc1cccnc1N1CCN(C(=O)c2cccc3c2C(=O)c2ccc(Cl)cc2S3(=O)=O)CC1	-12	4	19	-18	15	-10	2	1
54	Cc1cc(-c2nnc(SCC(=O)Nc3ccc(F)cc3F)n2N)n[nH]1	-21	-12	14	-11	-7	13	-8	-6
55	CCCn1c(SCC(=O)c2cc(OC)ccc2OC)nnc1-c1ccco1	18	3	10	-3	7	1	5	7
56	c1ccc(-c2ccccc2OCCOCCN2CCc3ccccc3C2)cc1	39	7	-1	11	16	17	10	0
57	Cc1c(S(=O)(=O)NC2CCCCC2)c(=O)n(C)c(=O)n1C	-28	-3	-2	-7	-5	4	-16	-21
58	COc1ccc(Cl)cc1S(=O)(=O)Nc1noc2ccccc12	5	-30	-1	18	1	5	2	-4
59	COc1ccc(OC)c(CCNC(=O)CCCC(=O)n2ncc3cc(C)ccc32)c1	-54	6	-39	22	-1	8	11	-2
60	COc1ccc(C2CC(c3cccs3)=NN2c2ccc(F)cc2)cc1OC (stereo not drawn)	1	-19	-10	-12	15	0	-1	7
61	CCOC(=O)c1c(NC(=O)c2ccc(C)cc2)sc2c1CC(C)(C)OC2	7	-11	13	20	25	13	4	19

Entries by screen from the list.
SENP8 inh for entries 51 to 59, in order: 4, -4, 2, -8, 5, 10, -16, 2, 11

Another view of part of the listing above:
52: Clc1ccc(COc2ccccn2)c(Cl)c1
45: COc1cccc(N(CC(=O)NC2CCCC2)C(=O)CCCC(=O)Nc2ccccn2)c1
assay / compound	52	45
Gli-Sufu antag	-3	18
Jurkat NFkB inh	2	-6
697 NFkB inh	2	-1
CCR6 antag	-14	6
Apaf1 inhib	-5	3
UBC13 polyUb	8	3
SENP8 inh	-4	0
EBI2 antag	-16	-4
